# Dyrk1A ADPGlo: rat Dyrk1A kinase inhibitors, primary screen, biochemical, single point, plate reader | Dual specificity tyrosine-phosphorylation-regulated kinase 1A (Rattus norvegicus), Q63470 | ADP-Glo luminescence, NFATc1 peptide | inhibition, % at 12.5 µM | 310,000 compounds, 0.43% hits; in the data active = inhibition above about 50%;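 note: plate controls were vehicle with enzyme for no effect and no enzyme for full effect; many of its hits are not listed in these tables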
# HSF1 inh: HSF1 inhibitors in luciferase reporter cells, primary screen, cell-based, NIH3T3, luminescence | NIH3T3-HGL HSE-luciferase, MG132-induced, luminescence 8 h; stronger effect = lower value | 300,000 compounds, 0.77% hits | AID 2098, 2009 | activity change, negative = inhibition, % at 7.5 µM (by protocol);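 active = more than half of replicate wells show activity change below -50%, luminescence cut by over half; inconclusive = some wells, but at most half, below -50%; inactive = no replicate well below -50%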;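 note: luciferase reports HSF-1 transcriptional activity via heat shock element; 0% = median of DMSO wells and -100% = zero luminescence signal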
# Platelet DG rel: inhibitors of platelet dense granule secretion, primary screen, cell-based, MLPCN, human platelets; inhibition, %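 (compounds screened at 7.5 µM in platelet-rich plasma)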; 300,000 compounds, 0.22% hits; human platelet-rich plasma, SFLLRN dense granule ATP release, luminescence; AID 1663, 2009;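 active = mean replicate score, as percent of positive control, at or above 50; inconclusive = mean below 50 but at least one replicate at or above 50; inactive = mean and every replicate below 50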
# GSK3beta inhib: human GSK3beta kinase inhibitors, primary screen, biochemical, cell-free homogeneous, HTS | GST-GSK3beta kinase, ADP-Glo luminescence, 60 min; stronger effect = lower value | 300,000 compounds, 0.038% hits | activity score (negative = inhibition), % at 10 µM | Glycogen synthase kinase-3 beta (Homo sapiens), P49841 | AID 2097, 2009;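 active = more than half of replicate wells score below -50%, meaning over 50% inhibition versus plate controls; inconclusive = some replicates but at most half score below -50%; inactive = no replicate scores below -50%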;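 note: 0% = median DMSO wells and -100% = median GW8510 positive control wells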
# Target sequence (P49841 whole entry, looked up): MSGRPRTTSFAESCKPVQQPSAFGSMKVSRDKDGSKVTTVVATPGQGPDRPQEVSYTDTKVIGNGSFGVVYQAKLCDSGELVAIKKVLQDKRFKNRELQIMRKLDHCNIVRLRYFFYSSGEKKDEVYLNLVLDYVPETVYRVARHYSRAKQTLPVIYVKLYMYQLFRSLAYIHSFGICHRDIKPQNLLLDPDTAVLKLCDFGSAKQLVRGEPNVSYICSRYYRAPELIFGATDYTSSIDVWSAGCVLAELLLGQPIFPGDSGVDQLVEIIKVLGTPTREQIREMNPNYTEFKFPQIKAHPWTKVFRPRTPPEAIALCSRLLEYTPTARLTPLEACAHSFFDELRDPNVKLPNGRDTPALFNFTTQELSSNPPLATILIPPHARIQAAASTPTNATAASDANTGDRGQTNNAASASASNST
#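 Assay system: GST-fused GSK3beta enzyme, cell-free / Medium: Tris pH 7.5 buffer with MgCl2, DTT, BSA, heparin / Also added: peptide substrate plus 25 µM ATP (final) / Compound: 10 µM single point / Timing: kinase reaction with compound 60 min at room temperature / Detection: ADP-Glo luminescence / Benchmarks: DMSO neutral wells and GW8510 at 20 µM as positive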
# HSP90 refold inh: HSP90 inhibitors, primary screen, cell lysate, luminescence. Heat shock protein HSP 90 (rabbit reticulocyte lysate; luciferase refolding). Rabbit reticulocyte lysate, luciferase refolding luminescence, 3 h. inhibition, % at 5.6 µM. 290,000 compounds, 0.91% hits. AID 1789, 2009;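 active = inhibition above the screen-wide mean plus 3 SD, computed separately per campaign, cut at about 16% in these data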;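 note: 0% = DMSO wells and 100% = 60 µM geldanamycin wells; inhibitors lower the luminescence because luciferase stays unfolded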
# GSK3 alpha inh: blockers of GSK3A enzyme activity – biochemical, luminescence, cell-free homogeneous, HTS, primary screen; AID 2650, 2010; inhibition, % at 10 µM; Glycogen synthase kinase-3 alpha (Homo sapiens), P49840; 320,000 compounds, 0.1% hits; GSK-3 alpha kinase, ADP-Glo luminescence, 60 min;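 in the data active = inhibition above about 50%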;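 note: GST-tagged GSK-3 alpha with peptide substrate and 25 µM ATP; 0% = DMSO neutral wells and 100% = GW8510 positive control wells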
# Target sequence (P49840 whole entry, looked up): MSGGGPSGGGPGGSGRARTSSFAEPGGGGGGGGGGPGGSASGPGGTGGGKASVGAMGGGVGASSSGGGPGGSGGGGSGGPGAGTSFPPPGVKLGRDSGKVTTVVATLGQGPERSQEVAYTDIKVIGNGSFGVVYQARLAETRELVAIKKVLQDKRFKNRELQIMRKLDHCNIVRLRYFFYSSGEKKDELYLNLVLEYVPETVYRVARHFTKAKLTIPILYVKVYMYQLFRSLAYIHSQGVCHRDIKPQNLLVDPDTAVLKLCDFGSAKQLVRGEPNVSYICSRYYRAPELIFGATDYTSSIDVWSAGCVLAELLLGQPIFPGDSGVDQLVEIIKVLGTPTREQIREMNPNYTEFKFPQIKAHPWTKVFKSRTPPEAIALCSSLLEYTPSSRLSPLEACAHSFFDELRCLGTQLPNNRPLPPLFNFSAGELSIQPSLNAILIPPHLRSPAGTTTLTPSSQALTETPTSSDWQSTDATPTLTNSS
# KLF5 inhibitor: KLF5 expression inhibitors, primary screen, DLD-1 cells, luminescence | DLD-1 KLF5 promoter-luciferase reporter | inhibition, % at 5 µM | 290,000 compounds, 0.23% hits | AID 1700, 2009;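 active = inhibition above a per-plate limit of that plate's mean compound inhibition plus 3 SD, cut at about 60% in these data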;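 note: 0% = DMSO wells and 100% = LY294002 at 200 µM; higher means less KLF5 promoter-driven luciferase light; inactives centre near -14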
# aSyn 5UTR inh: MLPCN primary screen, SNCA 5' untranslated region | alpha-synuclein 5'UTR reporter, inhibitor activity | inhibition, % (tested at 7.5 µM) | 300,000 compounds, 0.82% hits | AID 1813, 2009; in the data active = inhibition above about 60%; inconclusive = no clear call, values can overlap the other calls;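 note: H4 neuroglioblastoma cells stably carrying SNCA 5'UTR luciferase fusion; 0% = DMSO wells and 100% = positive control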
# HSF-1 act: HSF-1 activators, primary screen, NIH3T3-HGL cells, MG132 stress, luminescence, single point; NIH3T3-HGL HSF-1 luciferase reporter, 8 h; 100% = twice DMSO control signal; activation, % at 9 µM; 300,000 compounds, 1.7% hits; AID 504408, 2011;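 active = mean replicate activation of at least 50% with a set share of replicates each reaching 50%; inconclusive = only one of those two conditions met; inactive = mean below 50% and too few replicates reaching it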;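 note: 0% = median of the neutral control wells and 100% = twice that signal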
# IEC-6 cytotox: cytotoxicity in IEC-6 intestinal epithelial cells, primary screen, cytotoxicity control for KLF5 inhibitor project, cell-based, luminescence; IEC-6 cytotoxicity, luminescence viability; inhibition, % at 5 µM; 290,000 compounds, 0.78% hits; in the data active = inhibition above about 22%;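 note: 0% = plate median of test compound wells and 100% = cytotoxic reference compound wells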
# Numbers without * were called inactive; ? = inconclusive; . = not tested or not shown.
# The opening two entries, ahead of the listing:
entry	Compound	Dyrk1A ADPGlo	HSF1 inh	Platelet DG rel	GSK3beta inhib	HSP90 refold inh	GSK3 alpha inh	KLF5 inhibitor	aSyn 5UTR inh	HSF-1 act	IEC-6 cytotox
1	CCc1ccc(OCC(=O)NC(NC(=S)Nc2ccccc2C)C(Cl)(Cl)Cl)cc1 (stereo unspecified)	-1	5	-13	0	-3	-1	-3	0	11	1
2	O=S(=O)(c1cccs1)N1CCN(c2ccccc2F)CC1	14	-1	0	-2	-1	-2	-14	-8	-7	-7

# Results, from the start:
entry	Compound	Dyrk1A ADPGlo	HSF1 inh	Platelet DG rel	GSK3beta inhib	HSP90 refold inh	GSK3 alpha inh	KLF5 inhibitor	aSyn 5UTR inh	HSF-1 act	IEC-6 cytotox
1	CCc1ccc(OCC(=O)NC(NC(=S)Nc2ccccc2C)C(Cl)(Cl)Cl)cc1 (stereo unspecified)	-1	5	-13	0	-3	-1	-3	0	11	1
2	O=S(=O)(c1cccs1)N1CCN(c2ccccc2F)CC1	14	-1	0	-2	-1	-2	-14	-8	-7	-7
3	COCc1cc(CNC(=O)C2CCC(=O)N(Cc3cccc(OC)c3)C2)[nH]n1 (stereo unspecified)	-1	-6	0	-2	-2	.	-6	-5	9	4
4	COc1ccc(NCC(O)Cn2cnc3c2c(=O)n(C)c(=O)n3C)cc1 (stereo unspecified)	-4	-5	7	-1	-1	0	-28	-1	0	-6
5	O=C(Nc1ccccc1F)NC1CCN(Cc2nnnn2Cc2ccc(F)cc2)CC1	4	10	-4	3	4	1	2	31	26	3
6	O=C(/C=N/O)Nc1ccc2sc3ccccc3c2c1	1	8	-1	2	1	-4	-31	-38	22	9
7	c1ccc(-c2nn3c(C4CCCCC4)nnc3s2)cc1	-2	-3	-1	0	3	-2	-6	18	-4	3
8	O=C(/C=C/c1ccc(Cl)cc1Cl)N(Cc1ccc(Cl)cc1)C1CCS(=O)(=O)C1 (stereo unspecified)	-3	8	-9	2	-1	-1	-40	-3	27	8
9	COc1cc(NC(=O)C2CCN(S(=O)(=O)c3cccnc3)CC2)cc(OC)c1OC	-1	0	-5	-4	6	-1	2	-6	10	2
10	CC(C)OC(=O)/C(=C\c1cccc2ccccc12)NC(=O)c1ccccc1	-2	13	-6	-1	-3	.	-16	-29	26	-3
11	COC(=O)C1C2C=CC3(CN(c4cccc(Cl)c4)C(=O)C13)O2 (stereo unspecified)	11	-1	1	-1	-3	-1	-3	-7	-5	7
12	S=C1NC2(CCCC2)N=C1c1ccccc1	15	-4	6	-3	2	1	-35	1	-7	3
13	CCN(C(=O)Nc1ccccc1OC)c1c(N)n(Cc2ccccc2)c(=O)[nH]c1=O	4	5	-1	2	5	0	-45	-1	-7	0
14	O=C(Oc1ccc2c(c1)CCC2)N1CCOCC1	0	7	-7	-2	-3	-3	-60	-58	10	-2
15	CCOc1ccccc1N1CCN(Cc2c(C)n(C)n(-c3ccccc3)c2=O)CC1	.	2	-5	0	2	-2	-32	4	-17	-6
16	O=C(CCN1C(=O)c2ccccc2C1=O)N1CCOCC1	-5	-2	-4	.	-2	-6	-34	-3	-25	-7
17	CCOc1cc2c(C#N)c(N(CC)CC)nc(N)c2c(N)n1	21	-1	-4	-3	.	.	.	-12	-10	.
18	CCN(CC)S(=O)(=O)c1cc(NC(=O)CCCOc2ccc(C(C)=O)cc2)ccc1C	1	8	-2	2	-5	0	-2	-2	23	-1
19	O=C(NC1CC1)C(Cc1ccccc1)NS(=O)(=O)c1ccccc1F (stereo unspecified)	4	-7	1	3	-1	0	-18	25	7	-5
20	CCCOc1ccc2c(=O)c(N3C(=O)c4ccccc4C3=O)c(C)oc2c1	.	-9	-4	0	0	-7	-44	6	2	0
21	Cc1ccc(S(=O)(=O)N(Cc2ccccc2)c2ccccc2C(=O)Nc2ccccc2C(=O)NCc2ccco2)cc1	1	17	-3	1	6	1	6	20	47	5
22	CCOc1ccc(S(=O)(=O)Nc2nc3ccccc3nc2-n2ccc(=NC(=O)c3ccccc3C)cc2)cc1	.	4	3	0	3	-1	-21	3	7	0
23	CSc1sc(C)cc1C=O	-1	13	1	1	-1	.	12	2	0	-13
24	CCOc1ccc(CCNS(=O)(=O)c2ccc3c(c2)N(C(C)=O)CCO3)cc1OCC	2	-11	1	1	-3	-2	-11	24	8	-7

# For convenience, part of the list above:
entry	Compound	Dyrk1A ADPGlo	HSF1 inh	Platelet DG rel	GSK3beta inhib	HSP90 refold inh	GSK3 alpha inh	KLF5 inhibitor	aSyn 5UTR inh	HSF-1 act	IEC-6 cytotox
13	CCN(C(=O)Nc1ccccc1OC)c1c(N)n(Cc2ccccc2)c(=O)[nH]c1=O	4	5	-1	2	5	0	-45	-1	-7	0
14	O=C(Oc1ccc2c(c1)CCC2)N1CCOCC1	0	7	-7	-2	-3	-3	-60	-58	10	-2
15	CCOc1ccccc1N1CCN(Cc2c(C)n(C)n(-c3ccccc3)c2=O)CC1	.	2	-5	0	2	-2	-32	4	-17	-6
16	O=C(CCN1C(=O)c2ccccc2C1=O)N1CCOCC1	-5	-2	-4	.	-2	-6	-34	-3	-25	-7

# Next compounds follow:
entry	Compound	Dyrk1A ADPGlo	HSF1 inh	Platelet DG rel	GSK3beta inhib	HSP90 refold inh	GSK3 alpha inh	KLF5 inhibitor	aSyn 5UTR inh	HSF-1 act	IEC-6 cytotox
25	N[C@@H](Cc1ccccc1)c1nnc(SC/C=C/c2ccccc2)o1	.	22	5	0	-8	-8	-27	-12	28	-4
26	CC(=O)CCc1oc2ccc(NC(C)=O)cc2c1-c1ccc(C)o1	-3	10	1	-1	-2	-3	14	-2	46	6
27	Cc1ccc(NC(=O)C2CCN(S(=O)(=O)c3c(C)noc3/C=C/N(C)C)CC2)cc1	2	-6	5	-2	-3	1	-22	-3	-16	0
28	COCc1cc(C)nc(OCC(=O)N/N=C/c2ccc(OC)c(OC)c2)c1C#N	0	0	-2	1	-1	-5	10	12	2	0
29	COc1cc(-c2c(C#N)c(N)nc3[nH]c(=S)[nH]c(=O)c23)ccc1O	15	15	-2	2	0	1	-21	0	0	-3
30	CN(C)CCN(C(=O)C1CCN(S(=O)(=O)c2cccs2)CC1)c1nc2c(F)cccc2s1	3	0	2	1	.	1	.	6	-2	.
31	Cc1ccc(S(=O)(=O)/C(C#N)=C/c2c(N3CCC(C(N)=O)CC3)nc3c(C)cccn3c2=O)cc1	-3	2	-4	2	9	-36	-21	-1	-2	5
32	CCC(=O)Nc1ccc(/C(C)=N/NC(=O)c2c(-c3ccccc3Cl)noc2C)cc1	-11	5	4	1	3	1	-18	9	13	5
33	COc1ccccc1CCC(=O)NC1CCCN(c2ccc(C(F)(F)F)cn2)C1 (stereo unspecified)	4	28	-1	3	-5	0	-1	4	43	0
34	Cc1ccccc1Cn1c(=N)n(CC(=O)c2ccco2)c2ccccc21	5	-6	2	-2	3	1	10	12	-9	-1
35	O=C(CCc1ccccc1)Nc1ccnn1C1CCN(Cc2ccc(OCCO)cc2)CC1	1	0	5	2	-3	1	-19	12	10	1
36	COC(=O)C1=C(C)Nc2nc3ccccc3n2C1c1cc(OC)c(OC)c(OC)c1 (stereo unspecified)	.	9	-8	-14	3	-2	-9	-14	35	1

# Next section
# Order of results: Dyrk1A ADPGlo | HSF1 inh | Platelet DG rel | GSK3beta inhib | HSP90 refold inh | GSK3 alpha inh | KLF5 inhibitor | aSyn 5UTR inh | HSF-1 act | IEC-6 cytotox
37. Cc1ccc(Cc2c(C)nc3nc(SCC(=O)NCc4ccco4)nn3c2C)cc1
  2 | -3 | 1 | 1 | -1 | 1 | -1 | 2 | -5 | 5
38. COc1ccc(-n2nc(C)cc2N)cc1
  . | ? | 2 | -3 | 1 | 0 | -27 | -1 | -43 | 0
39. Cc1ccccc1SCC(=O)OCC(=O)N(C)c1c(N)n(Cc2ccccc2)c(=O)[nH]c1=O
  4 | -7 | ? | -2 | . | . | . | 8 | -5 | .
40. CCCCN1CC2=C(C1=O)C(c1ccc(O)cc1)NC(=O)N2C (stereo unspecified)
  . | -2 | -2 | -1 | 1 | 0 | -9 | 18 | -2 | 3
41. O=C1CCC(c2ccc(-n3ccnc3)cc2)=NN1
  9 | -35 | 82* | 2 | . | 0 | . | 17 | -50 | .
42. COc1ccc(C(=O)N[C@H]2CCCCNC2=O)cc1OC1CCN(C(C)C)CC1
  -5 | -1 | 5 | 2 | -4 | -1 | -31 | 12 | 6 | 2
43. Cn1nc(C(F)(F)F)c2cc(C(=O)Nc3ccc(Cl)cc3)sc21
  0 | -7 | 15 | 3 | 2 | 2 | 1 | -47 | -3 | -2
44. CCOc1ccc(Br)cc1CN(CC)CC
  -10 | -5 | -2 | -4 | 1 | -2 | -19 | 1 | -6 | 5
45. CCNC(=O)C12CCC(C)(c3nc4cc(C)c(C)cc4nc31)C2(C)C (stereo unspecified)
  4 | 2 | 5 | -6 | 1 | 1 | 12 | -1 | 34 | -4
46. O=C(NC(=S)Nc1ccccc1)c1csnn1
  -5 | 8 | 2 | 0 | 0 | -1 | -23 | -48 | 21 | -4
47. Cc1cc(NCc2ccccn2)n2c(nc3ccccc32)c1C#N
  3 | -5 | 12 | 0 | 0 | . | -2 | 10 | -4 | 0
48. COc1cc(NS(=O)(=O)c2ccc(N/C=C\C(=O)c3ccc(C)cc3)cc2)nc(OC)n1
  -7 | 0 | 0 | 3 | 2 | -4 | -15 | -1 | -15 | -4
49. Cc1ccc(NC(=O)CNS(=O)(=O)c2ccc(F)cc2)cc1C
  -4 | -3 | -1 | 1 | 3 | 2 | -6 | -7 | 3 | 4
50. C=C(C)c1cccc(C(C)(C)NC(=O)Nc2ncccn2)c1
  -5 | 5 | 8 | -1 | 4 | 0 | -3 | 30 | 5 | 2
51. O=C(CSc1ccccc1C(=O)N1CCCCC1)NCC1CCCCC1
  2 | 2 | 11 | 4 | -2 | -1 | -31 | 3 | 2 | -3
52. CCCCNC(=S)Nc1cccc2cnccc12
  35 | 12 | -8 | -3 | 0 | -1 | -28 | -24 | 17 | -8
53. CC(=O)c1c(-c2ccc(C)cc2)nc2c3ccccc3ccn12
  33 | 8 | -13 | 0 | -1 | -2 | -16 | -8 | 12 | -1

# From PubChem BioAssay

# An excerpt; count on the stated rates, not on these rows.
